# HT1080 IDH1KD tx – HT-1080 IDH1 knockdown cell toxicity (counter line); 360,000 tested, 2% active; Potency, µM (series often up to 46.1 µM), without a hit: at the highest dose activity, negative = toxicity, most hits filed as cytotoxic; AID 686971; HT-1080 IDH1 knockdown viability, ATP luminescence, 48 h;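 note: potency is the fitted concentration of half-maximal effect; 0% = DMSO wells and -100% = cell-free medium wells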
#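 Cytotoxicity counter-line: IDH1KD HT-1080, 48 h, CellTiter-Glo. Curves classed by r2, magnitude and activity.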
# KB-3-1 tox – KB-3-1 parental cell cytotoxicity | KB-3-1 viability, CellTiter-Glo ATP luminescence, 72 h | Potency, µM (highest dose often 46.1 µM), inactives show at the highest dose activity change, negative = cytotoxic, most hits filed as cytotoxic | 400,000 tested, 1.4% active; note: potency is the fitted concentration of half-maximal effect; % is set by controls: 0 for no effect and ±100 for the full control effect; nearly all actives have a fitted effect of over 60% in size
#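 Multi-concentration cytotoxicity screen in KB-3-1 cells grown in DMEM lacking phenol red with 10% FBS. After 72 h at 37 °C with compound, ATP-dependent luminescence was recorded.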
# ATXN viability – reduces viability in counter-screen for ATXN expression inhibitors. S2 cells (HEK-293 line with an ATXN2-luciferase reporter) viability, CellTiter-Fluor protease fluorescence, 24 h. Potency, µM (highest dose often 56.7 µM), hits mostly cytotoxic. 400,000 tested, 0.49% active; note: potency is the fitted concentration of half-maximal effect; nearly all actives have a fitted effect of over 40% in size
# ATXN2 expr inh – inhibitors of ATXN2 expression; Potency, µM (highest dose often 57 µM), without a hit: at the highest dose activity change, negative = inhibition, hits mostly inhibitors; AID 1745845; 360,000 tested, 0.72% active; HEK-293 ATXN2-luciferase reporter, luminescence, 24 h; note: potency is the fitted concentration of half-maximal effect; % is set by controls: 0 for no effect and ±100 for the full control effect; nearly all actives have a fitted effect of over 55% in size
#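 qHTS (up to 57 uM final) was run with 24 h compound exposure of reporter cells at 37 °C. Each well was multiplexed: SteadyGlo luminescence measured ATXN2-luciferase expression after a fluorogenic Gly-Phe-AFC viability readout (25 uM final).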
# MCF10A rerep – induces DNA re-replication in MCF 10a normal breast cells. MCF 10A DNA re-replication, Hoechst nuclear intensity, 48 h. Potency, µM (doses to about 46.1 µM), without a hit: at the highest dose activity, positive = re-replication, actives largely listed as activators. 350,000 tested, 2.9% active. AID 624296; note: potency is the fitted concentration of half-maximal effect; % of control where 0% means no effect; nearly all actives have a fitted effect of over 50% in size
# HT1080NT lethal – kills 2HG-producing HT-1080-NT fibrosarcoma cells | HT-1080-NT fibrosarcoma viability, CellTiter-Glo ATP luminescence, 48 h | AID 686970 | 360,000 tested, 1.6% active | Potency, µM (series often up to 46.1 µM), inactives show top-dose activity, negative = less viability, most hits filed as cytotoxic;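 note: NT is the 2HG producing partner of a matched IDH1 knockdown line; potency is the fitted concentration of half-maximal effect; 0% = DMSO-treated cells and -100% = media-only wells without cells; nearly all actives have a fitted effect of over 55% in size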
#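 750 cells/well, RPMI + 5% FBS; 2 h settle, compound pin-transfer, 48 h at 37 degrees C. CellTiter-Glo 10 min RT, luminescence. Normalized to DMSO and media-only wells.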
# HepG2 viability – counter-screen for TGF-b inhibitors: cytotoxicity in HepG2 cells; 410,000 tested, 0.76% active; Potency, µM (top dose mostly 46.1 µM), inactives show top-dose activity change, negative = cytotoxicity, usual class: cytotoxic; HepG2 CAGA-GFP viability, ATP luminescence, 18 h; note: potency is the fitted concentration of half-maximal effect; some results filed as inactive show a strong effect at the top dose
#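 HepG2 CAGA-GFP cells (1000/well, DMEM with 1% FBS) received compound, then TGF-beta at 500 pg/mL final, and were incubated 18 hours at 37 degrees C. Viability was read by CellTiter-Glo luminescence. Media-only wells were set as complete cell-killing and DMSO as no toxicity.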
# IL1B secr inh – inflammasome signaling inhibition, IL-1 beta readout | THP-1 LPS/ATP IL-1B secretion, AlphaLISA, 16 h; hits give low values | activity change, % at 57.5 µM | 360,000 tested, 4.7% active; in the data active = activity change below about -50%; inconclusive = mostly about -30% to -49%; note: % is set by controls: 0 for no effect and ±100 for the full control effect
#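 Secreted IL-1B measured by AlphaLISA bead assay after 16 h compound exposure of THP-1 cells; compounds (final up to 57.5 uM) added 1 h before LPS (250 ng/mL) and ATP (1.25 mM) stimulation; lower signal means less secretion.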
# SW480 rerep – inducers of DNA re-replication in SW480 colon cancer cells. SW480 DNA re-replication, Hoechst DNA content imaging, 48 h. Potency, µM (top dose mostly 46.1 µM), for inactives: at the highest dose re-replication activation, usual class: activators. 340,000 tested, 1.8% active. AID 624297; note: potency is the fitted concentration of half-maximal effect; % of control where 0% means no effect; nearly all actives have a fitted effect of over 55% in size
#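 Hoechst fluorescence of nuclei (405 nm excitation, 500-530 nm emission) measured by plate-scanning imager after 48 hr compound exposure at 37 C; re-replication scored as increased number of nuclei with elevated intensity.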
# An asterisk follows results filed as active; i = inactive; ? = inconclusive; · = not tested or not shown; [ ] = dose if it differs, or a comment. Unless noted, calls come from the whole dose curve; as a rule, active = well fitted curve in the direction sought with a large enough effect; inconclusive = small, poorly fitted or top-dose-only effect, or another doubt; inactive = no such curve, though single readings can be large; an effect the other way counts as inactive or inconclusive.
SMILES,HT1080 IDH1KD tx,KB-3-1 tox,ATXN viability,ATXN2 expr inh,MCF10A rerep,HT1080NT lethal,HepG2 viability,IL1B secr inh,SW480 rerep
CCOC(=O)c1sc(Nc2nc3c(OC)cccc3s2)cc1C,?,-24%,i,20%,23µM*,-23%,-38%,?,?
CC(Sc1nc(-c2ccccc2)cc(C(F)(F)F)n1)C(=O)Nc1ccc2c(c1)OCO2 (configuration not stated),0%,1%,i,5%,?,-1%,18%,11,1%
NC(=O)c1ncn([C@@H]2O[C@H](CNCc3cccn3-c3ccncc3)[C@@H](O)[C@H]2O)n1,-3%,0%,i,-2%,3%,-6%,1%,14,2%
O=C(NCC1CCN(Cc2ccc(Cl)cc2)CC1)C1CCCN(c2ncnc3c2nc2n3CCCCC2)C1 (configuration not stated),0%,-26%,?,·,-1%,-4%,-21%,-61*,4%
Cc1cc(F)ccc1-c1cc(C(=O)NCc2ccccc2)[nH]n1,14%,0%,i,12%,·,12%,3%,-24,·
Cc1cc(C)nc(SCC(=O)Nc2sc3c(c2C#N)CCC(C)C3)n1 (configuration not stated),-14%,-5%,i,-19%,18%,-3%,-23%,40,2%
COc1cccc(NC(=S)NNC(=O)Cn2nc(C(F)F)cc2C(F)F)c1,15%,21%,i,10%,15%,5%,-6%,-3,?
Cc1csc(NC(=O)CCNC(=O)c2ccc([N+](=O)[O-])cc2)n1,1%,-1%,i,-19%,-5%,17%,-18%,23,-6%
COc1cc(C)c(S(=O)(=O)n2nnc3ccccc32)cc1C,8%,-11%,i,-1%,-1%,13%,26%,-3,-1%
CCOc1ccccc1N(CC(=O)Nc1cc(OC)ccc1OC)S(C)(=O)=O,-10%,-1%,i,0%,2%,-5%,-5%,-5,1%
O=C(C1CCCN(S(=O)(=O)c2ccc(Br)s2)C1)N1CCN(c2ccc(F)cc2)CC1 (configuration not stated),·,?,?,7%,·,·,-3%,·,·
CC(=O)c1ccc(N2CCN(C(=O)C3CCCN(S(=O)(=O)c4c(C)[nH]c(=O)[nH]c4=O)C3)CC2)cc1 (configuration not stated),-1%,20%,i,-12%,-1%,7%,-1%,-1,4%
COc1ccc(S(=O)(=O)N2CCN(c3ccc(F)cc3)CC2)cc1OC,-1%,0%,i,-11%,25%,1%,-16%,16,10%
N=c1n(CCN2CCOCC2)c2ccccc2n1CC(O)COc1ccccc1 (configuration not stated),-8%,0%,i,-5%,-5%,-2%,-12%,-15,-7%
CCOC(=O)c1cnc2c(cnn2C)c1Cl,21%,2%,i,21%,?,?,2%,26,-4%
COC(=O)c1ccc(CN2[C@H](C(=O)OC)C[C@@]3(O)[C@@H](O)[C@@H](O)[C@@H](O)C[C@@H]23)cc1,14%,0%,i,10%,8%,14%,-6%,7,7%
Cc1ccc(C(=O)N2CCCC(c3nc4c(nnn4Cc4ccccc4)c(=O)[nH]3)C2)cc1 (configuration not stated),8%,3%,i,-5%,-12%,6%,-4%,8,1%
COC(=O)[C@@]1(Cc2ccc(F)cc2)[C@H]2c3cc(C(=O)N4CCCC4)n(CCCNc4ncc(C(F)(F)F)cc4Cl)c3C[C@H]2CN1C(=O)c1ccccc1,-22%,0%,?,0%,5.8µM*,-24%,-6%,0,?
CCOc1ccc(C(=O)N2CCCC(c3nc(-c4ccc(C)o4)no3)C2)cc1 (configuration not stated),6%,-4%,i,-2%,6%,-3%,15%,13,-64%[inhibitor]
CCOC(=O)Cn1c(=O)oc2cc(S(=O)(=O)Nc3ccc(N(CC)CC)cc3C)ccc21,-17%,-24%,i,-29%,17%,-22%,-7%,24,-1%
CC(CNc1nc2ccc(Cl)cc2n2cnnc12)c1ccccc1 (configuration not stated),12%,0%,i,6%,3%,4%,-5%,3,2%
CCCCN1C(=S)NC[C@@H]1C(C)CC (some centres not stated),5%,10%,i,8%,3%,12%,24%,17,-3%
C=CCc1cccc2cc(C(=O)OCC)c(=O)oc12,25%,10%,i,-10%,0%,18%,-5%,5,168%
COc1ccccc1CN1CC(C(=O)N(C)Cc2ccncc2C)CCC1=O (configuration not stated),12%,?,i,-3%,-2%,11%,-8%,1,-1%
O=C(Nc1nnc(COc2ccc(F)cc2)s1)c1ccco1,-24%,1%,i,·,1%,-5%,2%,36,?
Cc1ccc(NC(=O)Nc2ccno2)cc1,-1%,0%,i,·,-2%,2%,-6%,-13,-6%
Cc1cccc(CN2CCN(CC(=O)NCc3ccc(F)cc3)C2=O)c1,1%,-6%,i,4%,-5%,1%,1%,-6,-15%
C#CCN(C(=O)c1cc(COc2cccc(C(F)(F)F)c2)on1)C1CCCCC1,-6%,?,?,-22%,?,-10%,-10%,?,-7%
CC1(C)CC(=O)C2=C(C1)NC(=O)CC2c1cc(F)ccc1F (configuration not stated),9%,7%,i,81%[activator],-1%,10%,-8%,6,-6%
O=C(/C=C/[C@H]1O[C@@H](n2ccc(=O)[nH]c2=O)[C@H](O)[C@@H]1O)NCCc1cccs1,19%,0%,i,12%,·,20%,-2%,-2,·
Cc1c(NC(=O)CN2CCC(C(N)=O)CC2)cccc1[N+](=O)[O-],1%,5%,?,·,1%,1%,12%,4,-60%[inhibitor]
Fc1ccc(-c2noc3ncnc(NCC4CCN(Cc5ccc(Cl)cc5)CC4)c23)cc1,·,?,?,?,·,·,-23%,·,·
O=C1Nc2ccccc2Oc2cc(Oc3cccc(Cl)c3)ccc21,·,-6%,i,-1%,·,·,-34%,·,·
COc1ccc(-c2cc3ccccc3oc2=O)cc1NC(=S)NC(=O)c1ccc2c(c1)OCCO2,-4%,0%,?,?,?,8%,-26%,-15,5%
Cc1n[nH]c(=O)c2c(NC(=O)CSc3ccc(Br)cc3)oc(C)c12,-19%,-7%,i,-17%,-1%,-13%,-1%,1,1%
COc1ccc(C2=NN(C(=O)CSC3=NN4CCCC(=O)N=C4S3)C(c3cccc(OC)c3OC)C2)cc1 (configuration not stated),-8%,2%,i,-9%,1%,-31%,-24%,-13,-3%
COc1ccc(S(=O)(=O)N2CCCCC2)cc1NC(=O)c1ccc([N+](=O)[O-])o1,-6%,18µM*,i,3%,2.3µM*,7%,0%,·,2.9µM*
C=CCn1c(SCC(=O)NCCOC)nc2scc(-c3ccco3)c2c1=O,9%,9%,i,4%,9%,-8%,6%,-11,2%
COCCOC(=O)C(C#N)c1nc2ccccc2nc1N1CCN(Cc2ccccc2)CC1 (configuration not stated),-1%,-17%,i,-12%,16%,-2%,-19%,-8,15%
CC1CCN(CCCNC(=O)c2ccc3c(=O)n(Cc4ccc(Cl)cc4)c(=S)[nH]c3c2)CC1,-9%,?,?,-27%,?,-8%,-32%,·,?

# Five records drawn at random from the list so far:
SMILES,HT1080 IDH1KD tx,KB-3-1 tox,ATXN viability,ATXN2 expr inh,MCF10A rerep,HT1080NT lethal,HepG2 viability,IL1B secr inh,SW480 rerep
COCCOC(=O)C(C#N)c1nc2ccccc2nc1N1CCN(Cc2ccccc2)CC1 (configuration not stated),-1%,-17%,i,-12%,16%,-2%,-19%,-8,15%
O=C1Nc2ccccc2Oc2cc(Oc3cccc(Cl)c3)ccc21,·,-6%,i,-1%,·,·,-34%,·,·
CC1(C)CC(=O)C2=C(C1)NC(=O)CC2c1cc(F)ccc1F (configuration not stated),9%,7%,i,81%[activator],-1%,10%,-8%,6,-6%
O=C(/C=C/[C@H]1O[C@@H](n2ccc(=O)[nH]c2=O)[C@H](O)[C@@H]1O)NCCc1cccs1,19%,0%,i,12%,·,20%,-2%,-2,·
COc1ccccc1CN1CC(C(=O)N(C)Cc2ccncc2C)CCC1=O (configuration not stated),12%,?,i,-3%,-2%,11%,-8%,1,-1%

# Other entries follow:
SMILES,HT1080 IDH1KD tx,KB-3-1 tox,ATXN viability,ATXN2 expr inh,MCF10A rerep,HT1080NT lethal,HepG2 viability,IL1B secr inh,SW480 rerep
COc1ccc(NC(=O)CSc2nnc3n2CCCCC3)cc1S(=O)(=O)N(C)C,0%,-4%,i,·,·,0%,-29%,-6,·
Clc1cnc(N/N=C/c2ccco2)c(Cl)c1,-12%,-24%,i,30%[activator],-2%,-15%,28%,-6,·
CCc1ccc(C=C2SC(=S)N(CCCC(=O)Nc3ccc(C(=O)O)cc3)C2=O)cc1,-29%,0%,?,-10%,·,-29%,-10%,-6,·
O=c1cc(O)c2sc(Nc3ccc(F)cc3)nc2[nH]1,-23%,-4%,?,-39%,16µM*,-8%,12%,-14,?
CCOc1ccc(C(C)C)cc1S(=O)(=O)n1nc(C)cc1C,6%,-6%,i,1%,0%,7%,4%,0,7%
Nn1c(SCC(=O)Nc2ccccc2F)nnc1-c1cccnc1,8%,22%,i,2%,-4%,12%,-22%,3,-10%
CN1CCN(C2=Cc3ccccc3Sc3cc(F)c(F)cc32)CC1,?,?,?,?,-14%,?,-102%,-62*,1%
COCCNC(=O)NC(=O)COC(=O)C12CC3CC(CC(NC(C)=O)(C3)C1)C2,0%,9%,i,-4%,-8%,7%,5%,23,-10%
CC(C)c1nc(NCc2ccccc2)c(C#N)c2c1CCCC2,22%,-15%,i,2%,-37%[inhibitor],29%,5%,2,-8%
COc1ccccc1-c1cc(NC=O)c2ncc(-c3ccc(S(C)(=O)=O)cc3)n2c1,-29%,13µM*,?,?,·,-15%,-34%,?,·
CCCn1c(N)c(N(CCOC)C(=O)c2ccc(-c3ccccc3)cc2)c(=O)[nH]c1=O,-6%,4%,i,6%,2%,2%,-11%,-12,6%
O=C(Nc1ccccc1)N1CCN(S(=O)(=O)c2ccccc2)CC1,?,-3%,i,8%,2%,-1%,0%,-1,0%
Cc1ccc(NC(=O)CCn2cnc3cc(C)c(C)cc32)cc1,-8%,-1%,i,1%,2%,0%,-3%,-3,-6%
COc1ccc([N+](=O)[O-])cc1NC(=O)c1cn(-c2ccc(Cl)cc2)c(=O)c2ccccc12,5%,6%,i,-9%,0%,-2%,6%,2,-14%
COc1cc(NS(=O)(=O)c2ccc(NC(=O)/C=C/c3ccc([N+](=O)[O-])cc3)cc2)ncn1,-1%,1%,?,·,-7%,1%,-46%,-8,-4%

# Compound activity from PubChem.
